tim23-1 inh: growth inhibitors of tim23-1 mutant yeast; S. cerevisiae tim23-1 growth, BacTiter-Glo luminescence, 24 h; inhibition, % at 20 µM; AID 463212; 330,000 tested, 1.3% active;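 active means growth inhibition of the mutant yeast at or above 50%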;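 further: temperature-sensitive mutant grown at 25 °C; plate controls were DMSO-treated mutant yeast for no effect and medium wells lacking yeast for full effect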
Mdm2-MdmX inh: human Mdm2/MdmX binding inhibition | O15151+Q00987 | SaOS-2 split-luciferase Mdm2/MdmX complementation, luminescence | inhibition, % at 8 µM | 330,000 tested, 3% active;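 active means inhibition of at least 50% at 8 µM in the primary screen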
UPR XBP1 act: adaptive UPR (XBP1) activation | CHO-XBP1 luciferase reporter, IRE1-XBP1 UPR activation, luminescence; percent of tunicamycin response, DMSO as zero | activation, % at 20 µM | 330,000 tested, 0.33% active;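 active means versus positive control, 20 µM dose yields 30% or more activation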;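 further: 100% = tunicamycin at 10 µg/mL and 0% = DMSO only wells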
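Test system: CHO-XBP1 luciferase reporter cells | Buffer or medium: Serum-containing F12 medium, 10% FBS | Schedule: 6 h compound exposure at 37 °C, 5% CO2 | Detection: Steady-Glo luciferase glow luminescence, 10 min after reagent addition | Read-out basis: Activation, % of tunicamycin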
APJ agonist: agonists of human APJ apelin receptor; CHO-K1 APJ PathHunter beta-arrestin, luminescence; 0% DMSO wells, 100% apelin; AID 2520; P35414; activation, % at 20 µM; 330,000 tested, 0.11% active;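 active means activation more than six SD over the plate average, tested at 20 µM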;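 further: 0% = DMSO alone and 100% = apelin-13 at 10 nM; some results filed as inactive read as strong as hits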
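Assay system: engineered CHO-K1 APJ arrestin reporter cells; Amount: 1000 CHO-K1 reporter cells seeded per well; Dosing: one dose, 20 µM compound, 1% DMSO; Times: compound stimulation 90 min at 25 °C, detection 60 min; Measured by: luminescent beta-gal fragment complementation, chemiluminescent substrate; Read-out: APJ–arrestin association signal; Controls: DMSO vs Apelin-13 10 nM.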
CCR6 antagonist: blocks CCL20-driven beta-arrestin recruitment at human CCR6; P51684; CHO-K1 CCR6 PathHunter beta-arrestin, luminescence, CCL20-stimulated; inhibition, % at 20 µM; 340,000 tested, 0.49% active; AID 493098;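 active means compounds whose inhibition of the agonist-driven luminescence signal at 20 µM reaches about 50%, limit read from the data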;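 further: cells stimulated with CCL20 at 14 nM final; plate controls were DMSO with CCL20 for no effect and DMSO without agonist for full effect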
Target sequence (P51684 whole entry, looked up): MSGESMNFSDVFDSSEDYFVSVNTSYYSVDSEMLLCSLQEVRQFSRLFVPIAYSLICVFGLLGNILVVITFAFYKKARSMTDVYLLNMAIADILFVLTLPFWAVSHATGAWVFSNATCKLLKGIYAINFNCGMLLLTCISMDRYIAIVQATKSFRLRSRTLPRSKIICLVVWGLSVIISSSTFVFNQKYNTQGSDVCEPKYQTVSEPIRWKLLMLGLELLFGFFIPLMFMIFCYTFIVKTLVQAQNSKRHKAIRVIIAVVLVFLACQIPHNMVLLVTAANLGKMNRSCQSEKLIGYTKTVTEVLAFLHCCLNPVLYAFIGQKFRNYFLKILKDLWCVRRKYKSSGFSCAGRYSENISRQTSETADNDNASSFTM
CXCR6 inh: blocks human CXCR6 beta-arrestin recruitment | CHO-K1 PathHunter CXCR6 beta-arrestin, luminescence | O00574 | 360,000 tested, 0.36% active | inhibition, % at 20 µM; in the data active means inhibition above about 34%, passing the limit was not always enough;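 further: antagonist mode with CXCL16 agonist at 10 nM final; 0% = 10 nM CXCL16 with DMSO and 100% = unstimulated wells without agonist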
APJ antagonist: antagonists of human APJ apelin receptor; P35414; CHO-K1 APJ beta-arrestin complementation, luminescence; inhibition, % at 20 µM; 330,000 tested, 0.32% active;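 active means inhibition above about 40% at 20 µM, limit read from the data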;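 further: cells challenged with 10 nM apelin-13 agonist together with compound; plate controls were apelin-13 plus DMSO wells for no effect and DMSO wells lacking apelin-13 for full effect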
UPR CHOP act: activators of apoptotic arm of unfolded protein response (CHOP) | 330,000 tested, 0.34% active | activation, % at 10 µM | CHO-CHOP luciferase reporter, UPR activation, luminescence; percent of tunicamycin response over DMSO baseline;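 active means at 10 µM dose, activation of 40% or more, normalized to positive control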;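 further: 100% = tunicamycin at 10 µg/mL and 0% = DMSO alone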
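Test system: CHO-CHOP cells, stable luciferase reporter of PERK-eIF2a-CHOP signalling | Quantity: 500 CHO-CHOP cells per well | Buffer or medium: F12 plus 10% serum | Compound dosing: 10 µM single point, 0.5% DMSO | Schedule: 6 h compound treatment, 37 °C | Signal: Luciferase luminescence | Control set: Tunicamycin high control, DMSO low control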
EBI2 block: blocks human EBI2 receptor beta-arrestin signaling. P32249. EBI2 beta-arrestin recruitment, luminescence, 7a,25-OHC stimulated. inhibition, % at 5 µM. 360,000 tested, 0.81% active. AID 651636; in the data active means inhibition above about 38%;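 further: enzyme fragment complementation signal reports receptor beta-arrestin coupling in cells; 0% = agonist plus DMSO wells and 100% = wells without agonist; some results beyond the cut were filed as inactive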
Target sequence (P32249 whole entry, looked up, the tested form may be a part): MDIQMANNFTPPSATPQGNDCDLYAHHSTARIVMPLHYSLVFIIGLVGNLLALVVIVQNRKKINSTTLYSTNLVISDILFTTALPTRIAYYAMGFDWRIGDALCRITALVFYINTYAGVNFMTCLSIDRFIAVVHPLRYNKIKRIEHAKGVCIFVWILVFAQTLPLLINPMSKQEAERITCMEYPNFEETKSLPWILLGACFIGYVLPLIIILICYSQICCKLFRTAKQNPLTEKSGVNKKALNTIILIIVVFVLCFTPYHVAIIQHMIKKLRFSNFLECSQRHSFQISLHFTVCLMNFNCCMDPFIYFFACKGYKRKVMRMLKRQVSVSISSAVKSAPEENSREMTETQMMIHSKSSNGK
Starred values were filed as active, the others as inactive.

SMILES	tim23-1 inh	Mdm2-MdmX inh	UPR XBP1 act	APJ agonist	CCR6 antagonist	CXCR6 inh	APJ antagonist	UPR CHOP act	EBI2 block
COc1ccc(NS(=O)(=O)c2cc(NC(=O)COc3ccccc3)ccc2N2CCOCC2)cc1	6.2	6.1	-1.2	2.1	14.7	-10.3	-1.6	0.7	9.2
COc1ccc(C(=O)NCCC(C)C)cc1S(=O)(=O)N1CCOCC1	-2.1	-5.4	-0.1	-1.2	-14.8	-7.8	13.7	-1.1	-0.2
CCOC(=O)C1Nc2ccc(C(=O)O)cc2C2C=CCC12 (stereo unspecified)	11.4	10.1	-6.0	-1.7	13.4	-4.8	0.2	5.0	1.5
COCC(C)NC(C(=O)Nc1ccc(Cl)c([N+](=O)[O-])c1)c1ccccc1 (stereo unspecified)	4.8	-28.5	-0.8	0.4	-7.2	3.9	3.4	0.7	7.2
Cc1cccc(C)c1NC(=O)Cn1c(=O)c2cccn2c2ccccc21	16.1	35.3	-0.6	-2.3	-2.5	-0.8	4.9	0.3	-3.5
COc1cccc(CC(=O)N2CCCC(CCC(=O)N3CCN(c4ccccn4)CC3)C2)c1 (stereo unspecified)	10.9	1.7	-3.8	1.8	7.4	-5.2	9.4	-1.4	4.3
CCCC(=O)Nc1ccc2oc(-c3cccnc3)nc2c1	4.8	4.0	5.5	-8.1	-6.0	7.7	2.6	3.2	-0.2
COc1ccc(CN(C(=O)Cc2c[nH]c3ccccc23)C(C(=O)NC2CCCCC2)c2ccc(C)o2)cc1 (stereo unspecified)	37.0	12.5	4.9	1.1	6.9	-2.6	-8.1	2.3	23.9
CC(C)c1ccc(CN(C)CC(O)c2ccccc2)cc1 (stereo unspecified)	-0.3	29.1	-2.6	-2.8	1.7	-3.8	1.1	-0.5	2.7
O=C(Nc1ccc(Cl)cc1C(=O)N1CCCC1)c1cccc([N+](=O)[O-])c1	30.8	9.2	1.4	-2.7	10.4	-1.6	13.1	0.3	12.9
Cc1ccc(CNC(=O)C2CCN(S(=O)(=O)c3c(C)noc3C)CC2)cc1	0.8	2.4	-0.7	1.4	-8.9	-6.0	10.0	-0.6	47.2*
Cc1cccc(NC(=O)c2nc[nH]c2C(=O)NCC(=O)OC(C)(C)C)c1	28.3	12.4	0.9	-4.8	-5.2	0.7	-10.4	-0.6	-35.4
COc1ccc(-c2cn3cccnc3n2)cc1F	12.4	-10.0	0.9	3.6	2.6	-1.3	-16.3	2.9	-4.1
O=C(O)COc1ccc(S(=O)(=O)N2CCCC2)cc1	3.2	-12.7	-4.0	-5.3	14.3	-3.7	23.5	0.7	-8.9
CC(=O)CCC1C2C(O)C(C(C)C)C(OC(=O)/C=C/c3ccccc3)CC12C (stereo unspecified)	25.3	22.4	-0.8	-2.2	1.1	2.8	-1.5	-1.2	7.6
CCOC(=O)c1sc(NC(=O)c2ccc(S(=O)(=O)N3CCCCC3)cc2)nc1-c1ccccc1	1.9	16.5	-2.5	-2.5	14.2	18.6	3.4	0.2	11.1
CCOCCCNc1ccc(-c2ccccc2)nn1	15.7	-35.1	-0.6	-2.4	-8.3	2.5	5.0	3.9	-3.8
Cc1ccc(NC(=O)CN2CCC(NC(=O)C3CCCCC3)CC2)c(Br)c1	13.7	-10.5	-0.6	-2.1	-6.4	-4.2	13.1	-0.2	-5.0
NC(=O)COC(=O)c1sc2ccccc2c1Cl	1.0	7.5	-0.3	-2.6	8.8	-2.6	7.2	2.1	-7.9
Cc1cc2c(ncn2C)c(NS(=O)(=O)c2ccc(Cl)cc2)c1C	18.1	10.9	0.6	-1.0	10.3	-9.3	-6.2	-1.3	-16.7
CCOC(=O)N(Cc1ccccc1)C(C(=O)O)C(C(=O)O)N(Cc1ccccc1)C(=O)OCC (stereo unspecified)	15.4	24.8	-0.8	0.8	-0.5	-12.4	3.6	-5.8	-14.8
CSc1n[nH]c(=O)n1-c1ccc(Cl)cc1	11.9	17.4	0.3	-5.0	3.0	5.7	2.8	0.6	-19.2
CCOC(=O)c1nnn(-c2ccccc2)c1C	10.9	-2.3	-0.4	-2.1	-15.2	1.6	-8.8	1.1	-3.4
COc1ccc(OC)c(NC(=O)c2cnn(-c3ccccc3)c2C)c1	32.9	9.0	-2.4	1.0	2.8	8.6	-22.3	2.0	5.2
COc1ccc([C@@H]2C[C@@H](c3ccccc3)Oc3cc(OC)c(OC)c(OC)c32)cc1	-1.8	17.7	-0.6	5.1	27.1	7.6	18.3	-1.4	14.2
CC1(c2nnc(-c3ccc(Cl)cc3)o2)CC(c2c(Cl)cccc2Cl)=NO1 (stereo unspecified)	12.1	-4.7	0.1	-6.1	7.1	-14.5	8.3	-1.2	52.2*
COc1ccc(-c2ccc(C(c3c(C)[nH][nH]c3=O)c3c(C)[nH][nH]c3=O)o2)c([N+](=O)[O-])c1	30.7	-3.7	-1.7	4.3	7.8	-5.4	-37.1	1.6	-3.0
O=[N+]([O-])c1cc(CS(=O)(=O)Oc2ccc(Cl)cc2)c(O)c([N+](=O)[O-])c1	18.6	-10.6	0.5	-0.4	16.6	7.2	14.6	1.9	-3.8
Cc1nn(-c2ccccc2)c(Cl)c1/C=N/NC(=O)CNC(=O)c1ccccc1Cl	24.4	37.7	1.0	-0.4	1.7	4.1	0.5	3.4	6.8
CC(Oc1ccc(F)cc1)C(=O)Nc1cccc(-c2nn[nH]n2)c1 (stereo unspecified)	-4.0	2.8	-1.5	0.0	-5.5	4.0	0.8	-1.5	-0.9
CC1CCC2(CC1)NC(=O)N(CC(=O)Nc1ccc3[nH]c(=O)[nH]c3c1)C2=O (stereo unspecified)	11.0	-5.1	2.0	-0.9	-0.6	-8.4	5.3	1.2	-2.4
COc1cccc(-c2c(-c3cc(OC)cc(OC)c3)n(C)c3ccc(-c4ccc(OC)nc4)cc23)c1	4.9	26.1	18.8	-2.6	6.5	-0.8	13.1	1.2	7.6
C/C(=N\NC(=O)CO/N=C(\C)c1cccs1)c1ccc(N)cc1	18.9	20.3	0.0	0.2	11.1	-2.9	7.0	2.1	4.9
Cc1ccc(C(=O)OCC(=O)N(C)C2CCS(=O)(=O)C2)cc1S(=O)(=O)N1CCCCC1 (stereo unspecified)	-3.9	15.6	-2.1	-4.5	9.2	1.9	10.4	-0.2	0.5
Cn1c(SC(C(=O)Nc2ccc(F)cc2)c2ccccc2)nc2ccccc21 (stereo unspecified)	30.4	6.2	-0.3	0.9	-0.5	-4.9	13.7	1.6	-1.7
O=C(N/N=C/C=C\c1ccco1)c1ccccn1	15.5	14.7	2.0	-3.3	18.2	3.5	18.7	6.4	-16.8
Cc1n(N)c2ccccc2[n+]1CC(=O)c1ccccc1	3.4	6.2	-2.0	-2.1	-1.8	-3.8	-30.7	1.8	21.1
O=C(Nc1ccc(NC(=O)C2CCCCC2)nc1)c1ccccn1	15.7	-85.9	1.7	1.2	2.4	1.5	9.1	3.3	6.2
CC(=O)C(Cc1cccc(F)c1)(Cc1cccc(F)c1)C(C)=O	-6.2	8.2	-0.5	-3.5	10.5	7.2	21.4	0.3	12.5
CCOC(=O)c1c(NC(=O)COC(=O)CNC(=O)c2ccco2)sc(C(C)=O)c1C	3.4	22.7	-1.1	-1.6	-19.5	-1.9	-1.4	2.1	-7.6
COc1ccc(CCn2c(=N)c(C(=O)NCCN3CCOCC3)cc3c(=O)n4ccccc4nc32)cc1OC	-18.5	5.7	-1.1	-3.1	3.0	1.0	10.8	1.9	-11.5
COc1ccc2nc(SCC(=O)NC3CCCc4ccccc43)[nH]c2c1 (stereo unspecified)	16.5	-28.2	-1.8	-0.6	1.2	-4.3	1.6	0.3	4.2
Cc1ccc(C)c(N2CCN(C3CCCCC3NS(=O)(=O)c3ccccc3)CC2)c1 (stereo unspecified)	30.4	47.5	-4.5	-8.7	29.3	10.0	6.1	-1.1	17.3
COc1ccc(NC(=O)C(=O)NNC(=O)C(C)Oc2ccc(Cl)cc2Cl)cc1 (stereo unspecified)	-19.0	5.6	1.8	-3.9	7.7	6.0	3.4	-2.0	8.1
CC1CCCCN1CC(=O)Nc1ccc(Oc2ccccc2)cc1 (stereo unspecified)	-86.4	-12.3	0.1	-5.7	4.7	-7.1	17.3	1.7	9.5
COc1ccccc1CNS(=O)(=O)c1ccc2c(c1)NC(=O)CS2	10.5	11.6	-7.9	2.8	9.2	-6.9	5.2	-2.4	0.2
CCn1cc(C(=O)NCC(=O)NCCCN2CCOCC2)c(=O)c2cc3c(cc21)OCO3	-5.1	-8.1	-8.0	-8.5	-0.6	3.6	0.7	0.4	3.3
COC(=O)C1=C(C)NC(=O)/C1=C\c1cc(C)n(-c2ccccc2)c1C	14.8	8.8	1.0	-1.8	19.0	5.7	9.6	4.7	-2.7
O=C(CNC(=O)C1CC1)Nc1ccc(F)c(F)c1F	1.4	14.5	-0.1	-1.6	1.2	-1.7	-3.9	0.0	-9.6
O=C(O)CCCC(=O)Nc1cccc2cccnc12	12.6	-13.6	2.9	9.1	-9.3	-0.7	-22.7	-0.1	0.9
COc1cccc(CN2C(=O)CCC2(C)C(=O)NC2CCCC2)c1 (stereo unspecified)	5.8	8.6	-0.7	0.7	-10.6	8.4	4.9	0.2	0.4
Cc1cc(N2C(=O)C(O)=C(C(=O)c3ccco3)C2c2ccc(O)cc2)no1 (stereo unspecified)	6.5	-8.2	0.6	-4.6	15.4	8.1	2.8	-2.3	4.9
Cc1ccc(NC(=O)c2nc[nH]c2C(=O)N[C@H](C)c2ccccc2)cc1	30.6	10.2	3.0	0.7	11.6	18.7	8.7	-1.3	-42.4
Cc1cc(N2CCOCC2)nc(SCc2ccc(Cl)cc2Cl)n1	25.1	5.5	-1.3	5.1	-0.3	-0.5	-4.9	1.0	-1.3
Cc1ccc(-c2nc3ccccc3nc2Cl)cc1	30.1	-27.6	5.3	-4.0	10.6	-0.6	17.7	0.5	5.3
Cc1cccc(C)c1-n1nnnc1SCSc1nnnn1-c1c(C)cccc1C	-1.4	-35.8	-3.2	-6.1	26.6	8.9	15.9	-0.4	27.3
COc1cccc(NC(=O)N2CCCC2C(=O)NC2CC2)c1 (stereo unspecified)	-2.2	6.0	-0.5	-1.9	4.5	0.0	-4.2	-0.8	-12.4

From PubChem BioAssay

Only part of the results is shown; count on the stated rates, not on these rows.
